Bioassay records as filed in PubChem BioAssay.
PrPC surface inh = inhibitors of human cell surface prion protein PrPC, primary screen, cell-based, TR-FRET; TR-FRET read-out; inhibition, % at 13.8 µM; hit rate 0.43% among 370,000; AID 720596, 2013; in the data active = inhibition above about 24%; note: 0% = median of the test wells and 100% = reference compound wells
3CLpro inhibitor = SARS-CoV 3CLpro protease inhibitors, primary screen, biochemical, quenched FRET; recombinant SARS-CoV 3CLpro, quenched FRET peptide cleavage; hit rate 0.14% among 290,000; AID 1706, 2009; Replicase polyprotein 1ab (Severe acute respiratory syndrome coronavirus), P0C6X7; inhibition, % at 6 µM; in the data active = inhibition above about 12%
PfHsp40 yeast = rescue of yeast from PfHsp40 toxicity, primary screen, S. cerevisiae, ATP luminescence | S. cerevisiae expressing PfHsp40, growth rescue | growth rescue, % at 12.5 µM | hit rate 0.68% among 340,000; in the data active = growth rescue above about 28%, passing the limit was not always enough; inconclusive = no clear call, values can overlap the other calls;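 note: yeast W303a lacking pdr1 and pdr3 grown in galactose medium; growth measured after three days at 30 °C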
Anthrax LF inh2 = Bacillus anthracis LF protease inhibitors, primary screen, biochemical, multiplex microsphere, MLPCN library; inhibition, % at 10 µM; hit rate 0.12% among 360,000; multiplex microsphere protease cleavage assay; Lethal factor (Bacillus anthracis), P15917; note: plate controls were buffer without enzyme for full effect and enzyme alone for no effect
BoNT-A LC inh2 = BoNT/A light chain protease inhibitors, primary screen, biochemical, flow cytometry, MLPCN library. Botulinum neurotoxin type A light chain protease (Clostridium botulinum A str. ATCC 3502). multiplex microsphere protease substrate cleavage. inhibition, % at 10 µM. hit rate 0.17% among 360,000; note: plate controls were buffer without enzyme for full effect and enzyme alone for no effect
TcdB GH inh = TcdB glycohydrolase inhibitors, primary screen, biochemical, single point, plate reader. AID 652162, 2013. hit rate 0.24% among 350,000. Toxin B (Clostridioides difficile), P18177. inhibition, % at 9.99 µM. TcdB glycohydrolase enzymatic assay; in the data active = inhibition above about 10%
Target sequence (P18177 whole entry, looked up): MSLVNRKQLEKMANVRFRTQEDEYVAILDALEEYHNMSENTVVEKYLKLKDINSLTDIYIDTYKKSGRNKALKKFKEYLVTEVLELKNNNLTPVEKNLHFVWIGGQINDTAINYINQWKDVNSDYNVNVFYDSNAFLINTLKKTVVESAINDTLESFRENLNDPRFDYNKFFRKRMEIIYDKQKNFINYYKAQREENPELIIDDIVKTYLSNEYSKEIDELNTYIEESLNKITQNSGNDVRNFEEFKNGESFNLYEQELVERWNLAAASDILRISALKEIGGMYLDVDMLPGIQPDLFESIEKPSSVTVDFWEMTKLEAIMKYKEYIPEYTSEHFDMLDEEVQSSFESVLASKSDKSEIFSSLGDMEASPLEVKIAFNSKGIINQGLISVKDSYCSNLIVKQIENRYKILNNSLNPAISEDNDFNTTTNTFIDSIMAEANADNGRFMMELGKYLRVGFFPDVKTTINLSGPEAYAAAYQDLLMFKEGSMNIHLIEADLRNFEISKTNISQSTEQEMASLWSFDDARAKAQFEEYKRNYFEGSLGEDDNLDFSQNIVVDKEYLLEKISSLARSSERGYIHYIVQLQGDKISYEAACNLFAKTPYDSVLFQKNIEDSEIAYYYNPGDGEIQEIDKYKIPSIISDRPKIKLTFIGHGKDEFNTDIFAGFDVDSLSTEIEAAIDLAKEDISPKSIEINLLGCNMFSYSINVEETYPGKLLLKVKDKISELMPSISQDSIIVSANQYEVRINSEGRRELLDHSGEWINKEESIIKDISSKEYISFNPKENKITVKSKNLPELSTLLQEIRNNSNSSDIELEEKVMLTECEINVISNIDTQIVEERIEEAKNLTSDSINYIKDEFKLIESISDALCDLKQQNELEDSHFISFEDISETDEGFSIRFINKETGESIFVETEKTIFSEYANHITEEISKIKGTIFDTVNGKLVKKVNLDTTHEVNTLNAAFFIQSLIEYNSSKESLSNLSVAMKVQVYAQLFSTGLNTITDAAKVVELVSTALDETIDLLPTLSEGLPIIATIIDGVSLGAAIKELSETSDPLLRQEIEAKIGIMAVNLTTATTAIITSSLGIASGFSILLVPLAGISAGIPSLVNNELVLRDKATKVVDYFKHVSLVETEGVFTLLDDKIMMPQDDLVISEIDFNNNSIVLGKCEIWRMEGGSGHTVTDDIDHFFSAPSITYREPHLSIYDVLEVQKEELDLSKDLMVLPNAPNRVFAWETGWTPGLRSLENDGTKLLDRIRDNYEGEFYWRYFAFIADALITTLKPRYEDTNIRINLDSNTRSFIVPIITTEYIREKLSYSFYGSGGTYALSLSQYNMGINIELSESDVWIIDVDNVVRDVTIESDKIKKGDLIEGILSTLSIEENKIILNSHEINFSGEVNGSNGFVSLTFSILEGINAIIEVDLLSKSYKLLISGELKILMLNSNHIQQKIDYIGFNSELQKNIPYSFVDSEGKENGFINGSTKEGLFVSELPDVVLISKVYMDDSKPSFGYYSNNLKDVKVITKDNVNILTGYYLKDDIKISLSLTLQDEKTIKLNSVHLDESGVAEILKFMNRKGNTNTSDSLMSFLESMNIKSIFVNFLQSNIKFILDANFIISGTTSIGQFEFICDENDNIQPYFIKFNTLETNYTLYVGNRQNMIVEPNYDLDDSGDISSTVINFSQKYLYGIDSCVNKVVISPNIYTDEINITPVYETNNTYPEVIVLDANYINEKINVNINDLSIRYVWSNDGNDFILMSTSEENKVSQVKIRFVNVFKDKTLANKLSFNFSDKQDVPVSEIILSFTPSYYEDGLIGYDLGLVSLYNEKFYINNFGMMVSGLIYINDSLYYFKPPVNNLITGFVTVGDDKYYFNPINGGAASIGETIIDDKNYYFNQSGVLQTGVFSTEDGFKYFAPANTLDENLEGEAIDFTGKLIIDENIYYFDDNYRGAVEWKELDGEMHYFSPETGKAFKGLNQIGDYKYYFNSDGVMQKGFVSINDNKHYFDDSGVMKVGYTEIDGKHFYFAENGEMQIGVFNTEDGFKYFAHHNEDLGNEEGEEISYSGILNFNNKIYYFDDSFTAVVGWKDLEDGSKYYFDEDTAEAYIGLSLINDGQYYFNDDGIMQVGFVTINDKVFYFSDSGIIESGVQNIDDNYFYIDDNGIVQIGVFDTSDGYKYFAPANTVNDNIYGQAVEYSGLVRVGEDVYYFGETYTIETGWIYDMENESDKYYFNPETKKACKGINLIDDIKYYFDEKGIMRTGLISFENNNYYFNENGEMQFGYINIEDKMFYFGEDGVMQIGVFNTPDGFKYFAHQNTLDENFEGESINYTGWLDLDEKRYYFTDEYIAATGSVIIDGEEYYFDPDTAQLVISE
PriA SSB inh = inhibitors of Klebsiella pneumoniae PriA binding to SSB C-terminal tail, primary screen, biochemical, AlphaScreen | hit rate 0.6% among 430,000 | AID 1272365, 2023 | AlphaScreen SSBct-PriA binding, biotinylated peptide | inhibition, % at 33 µM | PriA–SSB C-terminal tail interaction (Klebsiella pneumoniae); in the data active = inhibition mostly above about 37%, no sharp cut-off; inactive = mostly below about 20%;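 note: plate controls were negative control peptide for no effect and reference peptide for full effect; strong numbers were not always called active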
Vc quorum ag = inducers of Vibrio cholerae quorum light production without autoinducers, primary screen, BH1578 luxS cqsA deficient, single point; AID 588436, 2011; activation, % at 18.7 µM; hit rate 0.16% among 350,000; V. cholerae BH1578 lux reporter, luminescence, 6 h; in the data active = activation mostly above about 9.7%, no sharp cut-off; inconclusive = no clear call, values can overlap the other calls; inactive = mostly below about 3.7%; note: not every result past the cut was called active; inactives centre near 0; reference of the scale not given here
Y pestis TopoI = Yersinia pestis topoisomerase I inhibitors, primary screen, biochemical, cleavage product accumulation, plate reader, single point | Y. pestis Topo-I cleavage product accumulation | activity, % at 10 µM | hit rate 0.064% among 360,000 | AID 504884, 2011; in the data active = activity above about 50%, passing the limit was not always enough; inconclusive = no clear call, values can overlap the other calls; note: inactives centre near 2
* = called active by the depositor; i = inactive; ? = inconclusive; · = not tested or not shown. Cut-off read from the data, not from the text of the source, unless noted: active = inhibition above about 30%; inconclusive = no clear call, values can overlap the other calls; inactive = below that. Not all compounds are listed; count on the stated rates, not on these rows.

SMILES	PrPC surface inh	3CLpro inhibitor	PfHsp40 yeast	Anthrax LF inh2	BoNT-A LC inh2	TcdB GH inh	PriA SSB inh	Vc quorum ag	Y pestis TopoI
CSCCC(NC(=O)c1ccco1)C(=O)OCC(=O)N1c2ccccc2NC(=O)C1(C)C (stereo not drawn)	-3	·	0.0	-2	-1.1	1.4	-12	-0.7	-8
COc1ccccc1N(CC(O)CN1C(=O)NC(C)(C)C1=O)S(=O)(=O)c1ccc(C)cc1 (stereo not drawn)	1	1	-0.1	0	-0.1	·	5	-0.7	-2
CCOC(=O)C(NC(=O)c1ccc(F)cc1)(Nc1sc2c(c1C(N)=O)CCC2)C(F)(F)F (stereo not drawn)	2	-2	3.5	-1	-0.1	0.1	-2	-0.2	1
Cc1ccc(S(=O)(=O)c2nc(-c3ccco3)oc2N2CCC(C)CC2)cc1	3	4	-1.7	0	7.8	0.6	8	i	26
C(#Cc1ccc2c(c1)COc1c3ccccc3nn1-2)c1ccccc1	3	·	-0.2	-2	-0.9	0.9	-9	-0.5	10
COc1ccc2oc(=O)c(C(=O)NCC3CCCO3)cc2c1 (stereo not drawn)	0	1	-1.1	-5	0.8	·	-8	i	-4
Cc1cc(C)c(NC(=O)CSc2nc3ncc(Cl)cc3[nH]2)c(C)c1	2	2	1.1	-2	-1.3	0.5	-10	i	11
CC1=CC(=O)C=C/C1=C(/c1ccc(O)cc1C)c1ccccc1S(=O)(=O)O	-36	·	0.6	0	0.1	0.4	·	i	-8
COc1ccc(NC(=S)N(CCc2c(C)[nH]c3ccc(C)cc23)Cc2cccnc2)cc1	-6	-4	-0.1	-8	-0.8	0.2	27	-0.1	9
CC(=O)C(C(C)=O)C(NC(=O)c1cccnc1)(C(F)(F)F)C(F)(F)F	6	0	-1.9	2	0.4	·	-20	2.8	-3
CCOc1ccc(C(O)Cn2c(=N)n(CCN3CCCCC3)c3ccccc32)cc1 (stereo not drawn)	-1	-3	0.7	-3	-1.0	·	-1	-0.4	1
COc1cccc(OCc2nnc(SCC(=O)OC3CCCCC3)n2C)c1	-4	-1	-0.7	-4	-1.6	·	-7	-0.3	36

Three compounds from above, limited to PrPC surface inh and Y pestis TopoI.
canonical_smiles	PrPC surface inh	Y pestis TopoI
C(#Cc1ccc2c(c1)COc1c3ccccc3nn1-2)c1ccccc1	3	10
COc1ccccc1N(CC(O)CN1C(=O)NC(C)(C)C1=O)S(=O)(=O)c1ccc(C)cc1 (stereo not drawn)	1	-2
COc1ccc2oc(=O)c(C(=O)NCC3CCCO3)cc2c1 (stereo not drawn)	0	-4

(cont.)
SMILES	PrPC surface inh	3CLpro inhibitor	PfHsp40 yeast	Anthrax LF inh2	BoNT-A LC inh2	TcdB GH inh	PriA SSB inh	Vc quorum ag	Y pestis TopoI
CCOc1ccc(NC(=O)CN2C(=O)C3CC=CCC3C2=O)cc1 (stereo not drawn)	-2	2	-0.7	-11	0.5	·	-3	-0.4	3
COc1ccccc1C(=O)NC(=O)COC(=O)CCNS(=O)(=O)c1ccccc1	4	·	0.6	2	0.5	0.9	-8	i	0
COc1cccc(-c2nnn(CC(=O)N3CCCCC3)n2)c1	-4	-11	-0.2	-3	5.2	0.7	4	-0.2	3
CC(=O)N/C(=C\c1ccccc1)C(=O)OCC(=O)NC(=O)c1ccccc1	2	·	-1.4	?	?	0.9	-6	i	3
Nc1cc(Cc2ccccc2)ccc1O	3	·	-0.5	1	0.8	3.2	9	i	-3
Cc1nc2ncccn2c1-c1csc(Nc2ccc(O)cc2)n1	-16	-5	0.1	0	-0.1	5.8	13	-0.5	-13
CCCC(O)(CCC)C(=O)NN1CCCCC1	·	-2	1.2	0	-0.7	1.1	1	-0.9	15
O=S(=O)(/N=C(\[O-])C[n+]1ccccc1)c1ccc(Cl)cc1	-4	-3	0.2	·	·	0.2	·	-0.5	-2
CCCCNC(=O)O/N=C(\N)CS(=O)(=O)C(C)(C)C	-1	6	-0.7	-2	-1.0	-1.2	·	-0.3	-3
Nc1ncnc2c1ncn2[C@@H]1O[C@H](C(=O)NS(=O)(=O)c2cccc(F)c2)[C@@H](O)[C@H]1O	2	·	·	-11	-2.8	0.6	·	·	·
COC(=O)Nc1nc(C)c(C(=O)N(C)C)s1	0	1	-0.1	-1	-0.2	·	7	i	-3
CN(C)S(=O)(=O)c1ccc2c(c1)c(=O)c(C(=O)N1CCN(c3ccccn3)CC1)cn2C	-3	-2	-2.5	0	0.1	0.7	-2	i	-3

Whole records, looked up by structure. Values in the order: PrPC surface inh, 3CLpro inhibitor, PfHsp40 yeast, Anthrax LF inh2, BoNT-A LC inh2, TcdB GH inh, PriA SSB inh, Vc quorum ag, Y pestis TopoI
`Nc1ncnc2c1ncn2[C@@H]1O[C@H](C(=O)NS(=O)(=O)c2cccc(F)c2)[C@@H](O)[C@H]1O` across the screens: 2, ·, ·, -11, -2.8, 0.6, ·, ·, ·
`COC(=O)Nc1nc(C)c(C(=O)N(C)C)s1` across the screens: 0, 1, -0.1, -1, -0.2, ·, 7, i, -3

A second format for part of the listing above.
Every second line gives: PrPC surface inh	3CLpro inhibitor	PfHsp40 yeast	Anthrax LF inh2	BoNT-A LC inh2	TcdB GH inh	PriA SSB inh	Vc quorum ag	Y pestis TopoI
- O=S(=O)(/N=C(\[O-])C[n+]1ccccc1)c1ccc(Cl)cc1
 : -4	-3	0.2	·	·	0.2	·	-0.5	-2
- C(#Cc1ccc2c(c1)COc1c3ccccc3nn1-2)c1ccccc1
 : 3	·	-0.2	-2	-0.9	0.9	-9	-0.5	10
- COc1ccc(NC(=S)N(CCc2c(C)[nH]c3ccc(C)cc23)Cc2cccnc2)cc1
 : -6	-4	-0.1	-8	-0.8	0.2	27	-0.1	9

Next structures
SMILES	PrPC surface inh	3CLpro inhibitor	PfHsp40 yeast	Anthrax LF inh2	BoNT-A LC inh2	TcdB GH inh	PriA SSB inh	Vc quorum ag	Y pestis TopoI
COc1cc(C(=O)NCC(=O)Nc2c(C)cccc2C)ccc1OCC(=O)N1CCOCC1	-2	·	-1.6	8	-0.7	0.4	4	i	8
CC1(C)COC(c2ccc3c(c2)OCO3)OC1	-4	·	-0.7	1	-0.3	1.2	-6	i	5
Cc1cccc(/C=N/NC(=O)c2cccc([N+](=O)[O-])c2)n1	2	-1	-0.8	3	-0.8	0.1	·	-0.5	4
Cc1c(NC(=O)COC(=O)C2(c3ccccc3F)CCCC2)c(=O)n(-c2ccccc2)n1C	-3	6	0.1	1	-0.1	-0.2	-7	-0.2	1
Cc1nn(C)c(C)c1S(=O)(=O)N1CCC(C(=O)NC2CCCc3ccccc32)CC1 (stereo not drawn)	1	-1	-0.8	6	-0.6	1.9	-15	-0.3	-2
CCOc1ccccc1NC(=O)c1oc2ccccc2c1NC(=O)C1CCCO1 (stereo not drawn)	6	0	0.8	-6	0.0	-0.2	-5	0.1	2
CN(C)c1ccc(CNC(=O)c2cc(S(=O)(=O)N3CCOCC3)cn2C)cc1	5	0	0.5	-7	0.3	-0.4	7	-0.3	3
COc1ccc(C(=O)CSc2nc3cccnc3n2C)cc1	-2	-1	0.8	2	0.9	·	1	i	-4
Cc1ccccc1C(O)c1ccccn1 (stereo not drawn)	-1	1	-1.0	-1	-1.0	·	-3	-0.4	-6
Cc1cc2cc(CNC(=O)C3CC3)ccc2n1C	-62	5	0.9	27	18	·	-9	-3.1	7
CCN(CC)S(=O)(=O)c1cccc(NC2=NCC(C)S2)c1 (stereo not drawn)	4	-2	-0.9	-4	0.4	2.4	-1	i	1
CC(C)C(OC(=O)c1cccs1)C(=O)NCc1cccs1 (stereo not drawn)	2	-2	-0.6	1	1.7	·	-10	-1.6	-4
COCCNC(=S)N/N=C(\C)c1ccccc1F	-1	7	-0.9	-2	-0.5	2.0	·	i	5
Cc1ccc2oc(=O)n(CC(=O)OC(C)C)c2c1	3	2	-2.1	-2	-0.2	·	1	i	-6
O=C(Nc1nc2ccccc2s1)c1ccc(N2CCCCC2)c([N+](=O)[O-])c1	1	3	-0.3	-2	-0.4	0.9	39*	-0.3	-16
O=C(NCc1ccccc1)NC1(C(=O)N2CCN(c3ccccc3)CC2)CCCCC1	-6	3	2.2	-4	-1.1	·	-12	-0.5	4
O=C(NCc1cccc(C(F)(F)F)c1)c1ccc2c(c1)OCO2	2	-2	0.0	2	-0.3	0.4	-13	i	9
CCc1cccc(NS(=O)(=O)c2ccc3c(c2)CCC(=O)N3)c1	-1	-4	0.2	0	-0.8	0.2	-7	i	6
CCCCn1c(=O)c2c(O)cc(=O)oc2c2ccccc21	2	-2	0.0	-5	1.9	·	-5	·	9
CCN(CC)S(=O)(=O)c1ccc(C(=O)NCC2(N3CCOCC3)CCCCC2)cc1	-1	·	0.4	·	·	-1.1	2	1.7	4
COc1cccc(OC)c1C(=O)NCCc1ccccc1	-4	·	-1.6	-4	-0.3	1.8	-10	-0.5	4
COc1cccc(/C=N/NC(=O)C(=O)N/N=C/c2cccc(OC)c2O)c1O	-3	-3	-0.2	-6	0.7	1.5	·	0.3	6
Cn1nnnc1SCc1nc2ccccc2[nH]1	6	-4	0.4	5	0.1	·	-4	i	-2
O=C(NNS(=O)(=O)c1ccc(F)cc1F)c1csc(-c2cccnc2)n1	-3	10	1.5	7	-4.7	-3.9	-9	-0.7	-2
Cc1ccc2c(CC(=O)NC3CCS(=O)(=O)C3)coc2c1C (stereo not drawn)	-2	1	-0.2	-4	1.6	0.2	-5	-0.2	3
O=C(Cc1coc2cc3c(cc12)CCC3)OCC(=O)N1CCCC1=O	-4	1	0.6	4	-0.6	-0.5	-17	1.5	-12
O=C(CSc1nnc(-c2cccnc2)n1Cc1ccco1)c1ccc(Br)cc1	-1	3	-0.8	-7	2.4	·	4	·	32
O=C(Nc1nc2ccc(F)cc2s1)C1CC(=O)N(c2ccc3c(c2)OCCO3)C1 (stereo not drawn)	-1	·	0.9	-10	0.0	0.7	-1	i	2
COc1ccc(-n2nc(C(=O)N3CCN(c4ccc(F)cc4)CC3)c3ccccc3c2=O)c(OC)c1	0	2	1.3	3	-0.7	·	15	-0.5	28
CCN(CC)CCNC(=O)Cc1nn(CC)c(=O)c2ccccc12	-5	3	-0.5	0	0.1	0.4	-10	-6.2	3
COC(=O)C[C@@H]1C[C@@H]2c3cc(NC(=O)Cc4ccncc4)ccc3O[C@@H]2[C@@H](CO)O1	-6	·	·	-5	-0.4	0.1	·	-0.4	10
CC1c2nc3ccccc3n2C(CC(=O)NCCCN2CCOCC2)C(=O)N1Cc1ccccc1 (stereo not drawn)	8	-2	0.9	0	0.0	-2.5	3	-0.4	-4
COc1ccccc1CNC(=O)Cn1cnnn1	-3	1	-0.8	-13	-3.5	1.9	-8	i	5
CNc1nc(C)c(C(C)(C)C)s1	-6	-6	6.9	2	-1.2	0.4	-8	i	-5
CCC(c1nnnn1C(C)(C)CC)N(CCCO)Cc1cc2cccc(C)c2[nH]c1=O (stereo not drawn)	4	1	-0.3	-1	0.1	·	9	-0.6	9

Of the compounds above, these have a tert-butyl group.
SMILES	PrPC surface inh	3CLpro inhibitor	PfHsp40 yeast	Anthrax LF inh2	BoNT-A LC inh2	TcdB GH inh	PriA SSB inh	Vc quorum ag	Y pestis TopoI
CCCCNC(=O)O/N=C(\N)CS(=O)(=O)C(C)(C)C	-1	6	-0.7	-2	-1.0	-1.2	·	-0.3	-3
CNc1nc(C)c(C(C)(C)C)s1	-6	-6	6.9	2	-1.2	0.4	-8	i	-5
